# Screens: PubChem BioAssay, several laboratories
# MEX-5 binding – C. elegans MEX-5 TCR-2 RNA binding activity. Q9XUB2. MEX-5/FITC-TCR2 RNA binding, fluorescence polarization; active compounds read low. activity score (negative = inhibition of binding), % at 10 µM. 300,000 compounds, 0.38% hits. AID 1832;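 active means inhibition past about -25% in most replicates, and total fluorescence under double the plate's negative control median, limit read from the data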;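 further: 0% = DMSO and -100% = 5 µM competing unlabeled TCR2 RNA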
# Target sequence (Q9XUB2 whole entry, looked up): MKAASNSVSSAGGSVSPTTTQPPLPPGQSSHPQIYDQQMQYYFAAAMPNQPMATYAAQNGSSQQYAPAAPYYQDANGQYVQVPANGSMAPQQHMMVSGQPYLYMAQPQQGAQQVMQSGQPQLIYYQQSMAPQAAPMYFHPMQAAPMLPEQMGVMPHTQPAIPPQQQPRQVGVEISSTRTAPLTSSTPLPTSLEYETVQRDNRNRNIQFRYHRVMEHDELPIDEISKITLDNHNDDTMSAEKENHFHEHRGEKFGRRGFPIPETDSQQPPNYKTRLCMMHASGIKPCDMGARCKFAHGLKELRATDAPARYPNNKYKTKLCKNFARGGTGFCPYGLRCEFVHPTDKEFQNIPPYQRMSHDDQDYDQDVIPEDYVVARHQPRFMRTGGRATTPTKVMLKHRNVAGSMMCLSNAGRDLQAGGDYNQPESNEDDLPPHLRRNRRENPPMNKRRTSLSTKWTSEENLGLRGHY
# GRK2 inh – inhibitors of human GRK2 displacing RNA aptamer; P25098; bead flow cytometry, FAM-aptamer displacement from GRK2; 330,000 compounds, 0.59% hits; inhibition of aptamer binding, % at 10 µM;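 active means inhibition of aptamer binding above 40%, roughly 3 SD of noise, on plates passing a quality check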;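 further: median bead fluorescence of bound FAM aptamer so fluorescent compounds give negative values; no value below 0 was filed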
# PME-1 inh – PME-1 (human) inhibition | recombinant PME-1, FP-Rh probe fluorescence polarization | 320,000 compounds, 0.53% hits | inhibition, % at 5.9 µM | AID 2130;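 active means inhibition above the campaign mean of all compounds plus 3 SD, cut at about 26% in these data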;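 further: competitive labeling of PME-1 active site by serine hydrolase directed probe; 0% = PME-1 with DMSO and 100% = wells lacking PME-1 enzyme; inhibitors block probe labeling so polarization falls and inhibition rises; many of its hits are not listed in these tables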
# Target sequence (Q9Y570 whole entry, looked up): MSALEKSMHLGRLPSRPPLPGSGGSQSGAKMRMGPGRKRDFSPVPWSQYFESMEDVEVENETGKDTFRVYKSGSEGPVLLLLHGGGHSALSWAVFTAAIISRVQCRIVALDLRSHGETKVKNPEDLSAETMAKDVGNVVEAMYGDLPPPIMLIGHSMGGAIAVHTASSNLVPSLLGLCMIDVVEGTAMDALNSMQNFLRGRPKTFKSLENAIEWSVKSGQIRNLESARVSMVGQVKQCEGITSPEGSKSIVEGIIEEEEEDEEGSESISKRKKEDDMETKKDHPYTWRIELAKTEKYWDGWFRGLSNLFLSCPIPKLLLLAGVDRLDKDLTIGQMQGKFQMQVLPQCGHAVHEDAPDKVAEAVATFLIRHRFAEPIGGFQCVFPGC
# VLA-4 inh – inhibition in a human VLA-4 binding assay. P13612. VLA-4 expressing cells, ligand binding flow cytometry. inhibition, % (about 7 µM as worked out from the volumes in the protocol). 330,000 compounds, 0.2% hits; in the data active means inhibition above about 50%
# Fam108B inh – blocks mouse Fam108B hydrolase in RBBP9 counter-screen | recombinant Fam108B, FP-Rh probe fluorescence polarization | inhibition, % at 9.51 µM | 300,000 compounds, 0.33% hits;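 active means inhibition above the screen mean inhibition plus 3 SD, computed separately per campaign, cut at about 18% in these data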;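 further: inhibitors lower polarization as less probe binds the enzyme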
# MCL1 BIM primary – disrupts human MCL1 binding to BIM-BH3 peptide; GST-MCL1 / FITC-Bim-BH3 fluorescence polarization; Q07820; 320,000 compounds, 0.68% hits; inhibition, % at 10.9 µM; AID 2057;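 active means inhibition above the mean inhibition of all tested compounds plus 3 SD, set per campaign, cut at about 40% in these data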;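 further: 0% = DMSO wells and 100% = unlabeled Bim-BH3 peptide control; higher means more loss of mP so more displacement of Bim peptide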
# GLD-1 TGE inh – GLD-1-TGE RNA interaction inhibition (C. elegans); Q17339; purified GLD-1 + fluorescein TGE RNA, fluorescence polarization; inhibition, % at 5.96 µM; 320,000 compounds, 0.44% hits; AID 2280;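 active means percent inhibition above a per-plate cutoff, the plate mean of test compounds plus 3 SD, cut at about 30% in these data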;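 further: 0% = DMSO wells with GLD-1 and probe and 100% = wells lacking GLD-1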
# Efflux pump mplx – inhibitors of Candida antifungal efflux pumps expressed in yeast; inhibition, % at 10 µM; AID 485275; 330,000 compounds, 0.44% hits; S. cerevisiae Candida pump triplex, Nile Red efflux;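 active means plate passing quality check with inhibition over a set limit, or well fluorescence over plate mean plus 4 SD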;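 further: Nile Red retained in pooled yeast measured as flow cytometry median fluorescence; 0% = buffer negative control and 100% = Enniatin B positive control; higher means more Nile Red kept so more efflux inhibition; some compounds called inactive have numbers as strong as hits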
# Bcl-xL primary – inhibitors of human Bcl-xL; GST-Bcl-xL / FITC-Bim BH3 peptide fluorescence polarization; 320,000 compounds, 0.7% hits; inhibition, % at 10.9 µM;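 active means inhibition above the mean of all tested compounds plus 3 SD, cutoff set per campaign, cut at about 30% in these data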;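 further: 0% = DMSO wells and 100% = unlabeled Bim-BH3 peptide competitor; inhibitors lower millipolarization by displacing the labeled peptide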
# Target sequence (Q07817 whole entry, looked up): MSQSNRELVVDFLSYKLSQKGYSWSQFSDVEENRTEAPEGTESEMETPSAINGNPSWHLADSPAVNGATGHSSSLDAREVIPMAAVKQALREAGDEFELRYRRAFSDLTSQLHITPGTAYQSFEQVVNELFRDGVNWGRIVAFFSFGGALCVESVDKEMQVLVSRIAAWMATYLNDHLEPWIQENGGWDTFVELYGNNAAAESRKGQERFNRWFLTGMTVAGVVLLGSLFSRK
# Starred values were filed as active, the others as inactive; nt = no result given. Only part of the results is shown, so the mix of outcomes need not match the whole.
SMILES,MEX-5 binding,GRK2 inh,PME-1 inh,VLA-4 inh,Fam108B inh,MCL1 BIM primary,GLD-1 TGE inh,Efflux pump mplx,Bcl-xL primary
Cc1nn(-c2ccccc2)nc1C(=O)c1c(C)[nH]n(-c2ccccc2)c1=O,1.5,0,1,-1,-5,7,-2,-0.1,2
CC1CCCC(C)N1C(=O)CSc1nnc(NC(=O)Cc2cccs2)s1 (stereo not drawn),-3.9,0,3,21,-2,1,-2,0.3,-4
CC(=O)Oc1ccccc1C(=O)Nc1ccccc1C(=O)N1CCCCC1,0.4,0,3,4,1,2,-3,0.0,4
CSc1cc(-c2ccccc2)n(Cc2ccc(Cl)cc2Cl)c(=O)c1C#N,-2.8,2,1,4,-7,-1,-8,0.0,-4
O=[N+]([O-])c1ccc(-c2nnc(-c3ccccc3)c(N3CCOCC3)n2)cc1,0.2,0,3,0,1,6,-5,-0.3,8
C=C1CN(CC(=O)OC)S(=O)(=O)c2ccccc21,-1.0,1,0,-4,1,2,-2,0.1,3
COc1cc(/C=N/N=C/c2c[nH]c(=O)c(C#N)c2Nc2ccccc2)ccc1O,1.7,0,-4,0,1,2,8,0.0,12
CCOC(=O)c1nc2sc3c(c2c(=O)[nH]1)CCC(C)C3 (stereo not drawn),nt,1,3,0,1,4,-2,-0.1,8
O=C(O)c1cc2n(n1)C(C(F)(F)F)CC(c1ccccc1)N2 (stereo not drawn),-4.7,1,2,1,3,10,5,0.1,6
COCCn1c(-c2ccccc2)nc2ccccc21,-5.2,0,1,11,-2,9,7,0.6,6
CCOC(=O)[C@@H]1[C@H]2COc3ccc(Br)cc3[C@@H]2N2C(=O)N(c3ccc(C(F)(F)F)cc3)C(=O)[C@@]12C,0.5,2,-7,-9,4,5,-1,-0.2,4
CCN(CC)c1ccc2c(cc1=O)[C@@H](NC)CCc1cc(OC)c(OC)c(OC)c1-2,1.6,2,6,7,-1,-5,6,-0.1,2
Cc1[nH][nH]c(=O)c1C(c1ccc(-c2ccc(Cl)c(Cl)c2)o1)c1c(C)[nH][nH]c1=O,0.5,1,6,5,8,9,1,-0.1,9
O=C(NN1CCOCC1)c1ccc([N+](=O)[O-])cc1,0.9,1,nt,5,nt,nt,nt,-0.1,nt
Cc1ccccc1-n1c(SCC(=O)c2c(N)n(C)c(=O)n(C)c2=O)nnc1-c1cccnc1,-4.1,0,6,-1,2,-9,0,-0.1,-2
Cc1cc(C)c(C(=O)COC(=O)c2ccc(NC(=O)CC#N)cc2)cc1C,3.3,0,14,-3,-10,-14,-20,0.1,-18
O=C(CSc1nnc(-c2csc3c2CCCC3)o1)Nc1ccccc1,-3.1,1,-1,30,2,10,-1,-0.4,4
COc1cc(OC)cc(C(=O)Nc2nc(CC(=O)NCc3ccccc3OC)cs2)c1,-3.4,2,1,-4,-6,-6,13,-0.1,3
CC1CCCCC1NC(=O)c1nnc(Cc2ccc(Cl)cc2)o1 (stereo not drawn),1.0,3,-5,-2,2,5,2,0.0,3
CCn1c2ccccc2c2cc(NC(=O)Cc3ccc(S(=O)(=O)N4CCOCC4)s3)ccc21,1.7,1,19,12,8,-1,-2,0.1,5
CN1CCN(C(=O)c2ccc(CS(=O)Cc3ccc(Cl)cc3)o2)CC1 (stereo not drawn),0.9,3,1,15,4,6,3,0.0,2
Cc1ccccc1OCC(O)CN1C(=O)c2ccccc2C1=O (stereo not drawn),0.9,0,5,-6,-1,-4,-2,-0.1,-1
CCOC(=O)CSc1ccc(S(=O)(=O)N2CCC(C)CC2)cc1[N+](=O)[O-],3.4,1,-1,18,3,1,3,0.0,6
O=C(NCCCN1CCCC1)c1ccc2c(c1)N(Cc1ccccc1F)C(=O)c1ccccc1S2=O (stereo not drawn),-0.5,0,-4,-2,2,11,-2,-0.2,6
COc1cccc(C2C(C(=O)c3ccc(C)o3)=C(O)C(=O)N2c2cc(C)on2)c1 (stereo not drawn),0.5,0,3,15,2,-7,-2,0.2,1
COc1c(OC(C)=O)ccc(/C=C/c2ccc3cccc(OCc4ccccc4)c3n2)c1[N+](=O)[O-],3.4,0,-1,3,-2,-6,-3,5.2,3
COC(=O)/C=C1/SC(=Nc2ccc(Cl)c(Cl)c2)NC1=O,1.6,1,-9,-4,-17,7,0,0.0,9
O=C(C[n+]1cc(-c2ccc(Cl)c(Cl)c2)n2c1CCC2)c1cccs1,0.6,0,-3,-5,0,-1,-1,0.1,4
COc1ccccc1C(=O)N1CCCN(C(=O)c2ccccc2OC)CC1,-1.7,4,-1,11,0,8,5,0.1,5
COc1ccc(-c2ccc(OC)c([C@H]3[C@H]4C=CC[C@@H](C)[C@@H]4C(=O)N3Cc3ccccc3)c2)cc1,-0.8,0,-6,11,-5,-5,6,0.2,0
NC(=O)c1ccccc1NC(=O)CCCN1C(=O)CCC1=O,-0.5,0,-3,11,4,3,9,0.1,5
CCOc1ccc(NC(=O)CSc2nnc(-c3ccccc3)n2N)cc1,2.2,0,-1,4,-1,5,-4,0.0,3
COc1ccc(/C=N/N=C/c2ccc(OC)c(O)c2)cc1O,2.0,1,6,8,3,-1,5,0.1,5
COc1ccc(NC(=O)CN(C)S(=O)(=O)c2ccc3[nH]c(=O)oc3c2)cc1,-0.6,0,-7,-23,4,4,1,-0.3,5
CC(=O)N1c2ccc(S(=O)(=O)N3CCCCC3)cc2CC1C(=O)NCc1cccc(Cl)c1 (stereo not drawn),-0.8,0,4,-5,6,-2,10,0.1,0
CCCOC(=O)c1ccc(NC(=O)c2cc(Cl)ccc2OC)cc1,-0.1,0,-6,13,-1,-8,-5,-0.3,0
COc1ccccc1CN1CC(C(=O)NCCn2nc(C)cc2C)CCC1=O (stereo not drawn),2.7,0,nt,18,nt,nt,nt,0.1,nt
Cc1cc(Nc2ccccc2)n(-c2ccccc2)n1,-4.5,2,1,-2,7,6,0,-0.2,2
CCN(CC)C(=O)Cn1c(=O)n(Cc2ccccc2Cl)c2c1c(=O)n(C)c(=O)n2C,-4.1,0,6,-2,-2,-7,1,-0.2,1
CCOC(=O)Cc1nc2ccccc2o1,-0.8,6,0,-16,-2,-2,-6,-0.1,-2
CN1C(=O)[C@H]2[C@@H](/C=C/c3ccccc3)N3C(=O)CN(Cc4ccccn4)C(=O)[C@@]3(C)[C@H]2C1=O,-2.6,0,1,32,-3,6,1,0.0,4
COc1cccc(C(=O)Nc2cc(C(=O)NCc3ccc(C)cc3)ccc2N2CCC3(CC2)CC(c2ccccc2)=NO3)c1,1.6,0,-7,-8,-13,-3,-2,0.1,-3
Cc1nc(N)c(C#N)c(-c2ccc3c(c2)OCO3)c1C,-0.7,0,nt,-2,nt,nt,nt,0.0,nt
COc1cccc(OC)c1C(=O)Nc1cc(Cl)ccc1N1CCOCC1,-1.1,1,6,-10,5,6,-2,-0.2,-3
Cc1c(CNC(=O)c2nn3c(c2Cl)NC(c2ccccc2)CC3C(F)(F)F)cnn1C (stereo not drawn),1.5,0,4,4,-6,11,4,0.0,3
Cc1ccc(C)c(Cn2c(C(=O)OC(C)C)cc3c2ccn3C)c1,-2.2,1,1,4,5,0,1,0.0,3
COC(=O)c1ccccc1C(=O)N1CCC(CCC(=O)NC2CC2)CC1,-0.9,0,3,22,-1,7,2,-0.3,1
O=C1S/C(=C\c2ccc(N3CCOCC3)o2)C(=O)N1Cc1ccc(F)cc1,nt,0,0,-113,2,-96,-73,-0.3,-66
c1ccc(CN2CCOCCOCCOCC2)cc1,1.3,3,5,1,-1,9,0,0.0,6
O=C(O)COc1c(-c2ccc(Cl)cc2)oc2ccccc2c1=O,-1.0,33,-5,-3,4,-1,-8,-0.2,2
COc1ccc(Cl)cc1S(=O)(=O)Nc1noc2ccccc12,0.4,5,-3,-5,0,8,-8,-0.1,5
O=C(CCc1ccc(O)c(O)c1)N/N=C/c1ccc2c(c1)OCO2,-14,0,-5,-37,1,25,6,0.0,26
CC(Oc1ccc(Cl)cc1Cl)C(=O)N(C)c1ccccc1 (stereo not drawn),3.3,1,-13,-10,2,7,9,0.0,0
CCN(CC)c1ccc(/C=N/n2c(C)nc3ccccc3c2=O)cc1,-1.0,2,-2,0,-1,6,1,-0.1,6
Fc1ccc(-n2cc(CNCCc3ccncc3)c(-c3ccccc3Cl)n2)cc1,-3.5,0,-5,10,-2,-4,7,0.0,-1
COc1ccc(CNC(=O)C2CCCN(S(=O)(=O)c3ccc(-n4cnnn4)cc3)C2)cc1 (stereo not drawn),3.4,0,-4,3,2,0,3,0.0,-1
C#CCn1c(=NC(=O)c2ccc(Br)s2)sc2cc(NC(C)=O)ccc21,0.3,0,1,26,-3,-2,-4,-0.1,0
COc1cccc(/C=N/NC(=O)c2[nH]c(C)c(C(=O)N/N=C/c3cccc(OC)c3O)c2C)c1O,-3.1,0,35*,-7,39*,16,0,0.1,5
Cc1cc(C)n2nc(CC(=O)NC3CCCCCCC3)nc2n1,2.9,0,5,18,0,1,1,0.0,0
COC(=O)[C@]1(CC(C)C)N[C@H](c2ccc(-c3ccc(F)cc3)c(OC)c2)[C@@H]2C(=O)N(C)C(=O)[C@@H]21,-2.7,0,-4,-2,3,13,-4,0.4,9

# (next part)
SMILES,MEX-5 binding,GRK2 inh,PME-1 inh,VLA-4 inh,Fam108B inh,MCL1 BIM primary,GLD-1 TGE inh,Efflux pump mplx,Bcl-xL primary
CCCCn1c(CN2CCN(c3cccc(Cl)c3)CC2)nc2c1c(=O)n(C)c(=O)n2C,-1.0,0,-4,-14,2,-1,-1,0.0,4
O=C(NCCS(=O)(=O)N1CCN(c2ccccc2)CC1)C1CC(=O)N(c2ccc(F)cc2)C1 (stereo not drawn),-3.1,0,-2,-6,0,-1,4,0.0,4
O=C(Nc1ccc(F)cc1)c1ccc2snnc2c1,0.9,0,4,10,5,-1,4,-0.1,8
O=c1cc(N2CCOCC2)[nH]c(=O)n1-c1ccc(Cl)cc1,-1.0,1,-2,-11,0,-3,6,0.1,-2
O=C(CNC(=O)c1ccccc1Cl)OC1CCOC1=O (stereo not drawn),-0.3,3,3,-9,1,-6,5,0.0,-10
CC(=O)Nc1ccc(NC(=O)CS(=O)(=O)c2cn(CC(=O)N3CCCCC3)c3ccccc23)cc1,-0.7,1,4,0,0,1,8,-1.9,-4
COc1ccc(C(C)(C)C)cc1NC(=O)c1[nH]c(C)c(C(C)=O)c1C,-1.7,0,8,-2,-2,-3,-3,0.2,-4
NC(=O)c1ccc(NC(=O)C2CC(=O)N(c3ccc4c(c3)OCCO4)C2)cc1 (stereo not drawn),nt,2,0,20,nt,-16,4,0.1,-10
CCn1c2ccccc2c2cnc(N=CN(C)C)c(C#N)c21,-0.3,4,-3,-8,4,-4,3,0.0,8
COc1ccc(NC(=O)N2CCOCC2)cc1OC,1.9,0,-1,-12,-4,-2,2,0.0,2
C=Cc1ccc2c(c1)OCCOCCOCCOCCOCCO2,-1.0,29,0,11,2,-35,1,-0.1,-27
CCOc1cc(C(=O)NC(C)CCc2ccccc2)cc(OCC)c1OCC (stereo not drawn),2.2,3,0,14,1,-4,1,0.1,2
O=C(O)C1(c2ccccc2)CCC(Nc2ccccc2)C1 (stereo not drawn),1.7,2,-3,10,0,-17,-4,-0.1,-2
